# Bim-Bcl-W: inhibitors of Bim binding to Bcl-W, primary screen, biochemical, multiplexed, bead-based flow cytometry; Bcl-2-like protein 2 (Homo sapiens), Q92843; Bim peptide-Bcl-W binding; inhibition, % at 10 µM; actives 0.02% (n = 190,000); AID 952, 2007;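 further: 0% = bound tracer without compound and 100% = peptide blocker; higher means less fluorescent Bim peptide bound to Bcl-W beads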
# Bim-Bcl-XL: inhibitors of Bim-Bcl-XL binding, primary screen, biochemical, multiplexed, bead flow cytometry, human Bcl-XL | Bcl-2-like protein 1 (Homo sapiens), Q07817 | inhibition, % at 10 µM | Bim peptide-Bcl-XL binding, fluorescence | actives 0.04% (n = 190,000)
# Target sequence (Q07817 whole entry, looked up): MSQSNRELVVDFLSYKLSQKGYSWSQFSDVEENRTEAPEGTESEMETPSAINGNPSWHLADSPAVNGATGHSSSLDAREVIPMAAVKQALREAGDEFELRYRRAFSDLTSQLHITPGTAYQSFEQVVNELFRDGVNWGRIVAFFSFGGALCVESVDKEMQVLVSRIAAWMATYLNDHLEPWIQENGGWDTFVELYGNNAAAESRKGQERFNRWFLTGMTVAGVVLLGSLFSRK
# RGS7-Gao reg: RGS7-Galphao binding modulators, primary screen, biochemical, multiplexed bead flow cytometry; actives 0.35% (n = 220,000); binding response (% of control), % at 10 µM; actives lie on both sides; AID 1439, 2008; Guanine nucleotide-binding protein G(o) subunit alpha (Homo sapiens), P09471; in the data active means binding response below about 49% or above about 150%; inconclusive means no clear call, values can overlap the other calls; inactive means in between;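 further: fluorescent Galphao held in activated GDP-AlF4 state binding bead-coupled RGS7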
# Bfl-1 Bim block: inhibitors of Bim binding to Bfl-1, primary screen, biochemical, multiplexed, bead-based flow cytometry | inhibition, % at 10 µM | AID 1008, 2008 | Bcl-2-related protein A1 (Homo sapiens), Q16548 | actives 0.12% (n = 190,000) | Bim-Bfl-1 binding inhibition;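 further: 0% = wells without compound plus tracer and 100% = blocker peptide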
# ABCG2 block: ABCG2 efflux pump inhibitors, primary screen, multiplex with ABCB1, IgMXP3 cells, flow cytometry. JC-1 efflux. inhibition, % at 6.6 µM. actives 0.1% (n = 190,000);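 active means inhibition above 80%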;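 further: 0% = DMSO and 100% = nicardipine control wells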
#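 Test system: ABCG2 IgMXP3 and barcoded ABCB1 CCRF-Adr cell mix; Schedule: cells with compound and JC-1, 10 min at 25 °C, rotating, no wash; Technique: flow cytometry of retained JC-1 fluorescence; Measure: % inhibition of efflux relative to nicardipine and DMSO; Controls: nicardipine high and DMSO low controls.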
# Bcl-B Bim block: inhibitors of Bim-Bcl-B binding, primary screen, biochemical, multiplexed, human Bcl-2 family; Bcl-2-like protein 10 (Homo sapiens), Q9HD36; bead-based flow cytometry, Bim peptide-Bcl-B binding; inhibition, % at 10 µM; actives 0.073% (n = 190,000); AID 951, 2007;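 further: 0% = tracer peptide without compound and 100% = reference inhibitor peptide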
# Target sequence (Q9HD36 whole entry, looked up): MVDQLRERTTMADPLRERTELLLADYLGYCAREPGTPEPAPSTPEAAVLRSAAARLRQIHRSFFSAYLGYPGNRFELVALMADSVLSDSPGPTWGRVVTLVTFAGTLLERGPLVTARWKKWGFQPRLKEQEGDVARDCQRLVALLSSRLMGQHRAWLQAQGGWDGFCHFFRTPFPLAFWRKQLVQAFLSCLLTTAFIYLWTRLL
# Bcl-2 Bim block: inhibitors of Bim-Bcl-2 binding, primary screen, biochemical, multiplexed, human Bcl-2 family. Apoptosis regulator Bcl-2 (Homo sapiens), P10415. Bead-based flow cytometry, Bim peptide-Bcl-2 binding. actives 0.06% (n = 190,000). inhibition, % at 10 µM; in the data active means inhibition above about 40%; inconclusive means no clear call, values can overlap the other calls;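 further: 0% = no compound wells with probe peptide and 100% = reference peptide inhibitor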
# Target sequence (P10415 whole entry, looked up): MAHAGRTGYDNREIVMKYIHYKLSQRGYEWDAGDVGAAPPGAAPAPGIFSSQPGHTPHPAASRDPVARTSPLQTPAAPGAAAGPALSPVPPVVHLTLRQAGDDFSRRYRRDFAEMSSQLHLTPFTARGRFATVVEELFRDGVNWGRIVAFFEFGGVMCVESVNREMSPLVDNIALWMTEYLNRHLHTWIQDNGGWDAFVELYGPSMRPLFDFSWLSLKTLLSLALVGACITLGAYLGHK
# Bim-Mcl-1: inhibitors of Bim peptide binding to Mcl-1, primary screen, biochemical, bead-based flow cytometry, multiplex; Induced myeloid leukemia cell differentiation protein Mcl-1 (Homo sapiens), Q07820; Bim peptide-Mcl-1 binding; inhibition, % at 10 µM; actives 0.1% (n = 190,000); AID 1009, 2008;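 further: 0% = no compound tracer wells and 100% = peptide blocker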
# Target sequence (Q07820 whole entry, looked up): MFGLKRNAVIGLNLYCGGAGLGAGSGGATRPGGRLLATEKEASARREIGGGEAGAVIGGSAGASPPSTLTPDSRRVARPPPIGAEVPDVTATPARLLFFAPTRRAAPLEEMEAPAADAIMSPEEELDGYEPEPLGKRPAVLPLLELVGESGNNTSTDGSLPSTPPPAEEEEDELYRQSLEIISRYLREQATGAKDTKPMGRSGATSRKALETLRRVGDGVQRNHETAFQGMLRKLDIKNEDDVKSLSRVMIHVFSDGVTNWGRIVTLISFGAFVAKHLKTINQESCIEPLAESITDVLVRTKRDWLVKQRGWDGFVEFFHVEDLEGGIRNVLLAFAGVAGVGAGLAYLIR
# ABCB1 inh: ABCB1 efflux pump inhibitors, primary screen, cell-based, multiplex, flow cytometry, ABCG2 counter-screen | CCRF-Adr cells, JC-1 efflux | ATP-dependent translocase ABCB1 (Homo sapiens), P08183 | AID 1326, 2008 | actives 0.067% (n = 190,000) | inhibition, % at 6.6 µM; in the data active means inhibition above about 40%;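 further: 0% = vehicle and 100% = reference inhibitor; higher value means more JC-1 retained so stronger ABCB1 efflux block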
# RGS4-Gao reg: modulators of RGS4 binding to Galphao, primary screen, biochemical, multiplexed bead flow cytometry; Guanine nucleotide-binding protein G(o) subunit alpha (Homo sapiens), P09471; binding response (% of control), % at 10 µM; AID 1415, 2008; actives 0.33% (n = 220,000); actives lie on both sides; in the data active means binding response below about 49% or above about 150%; inactive means in between;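 further: fluorescent Galphao activated with aluminum fluoride binding bead-coupled RGS4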
# RGS8-Gao reg: RGS8-Galphao binding modulators, primary screen, biochemical, multiplexed bead flow cytometry; Guanine nucleotide-binding protein G(o) subunit alpha (Homo sapiens), P09471; actives lie on both sides; response (percent of control binding), % at 10 µM; actives 0.34% (n = 220,000); AID 1423, 2008; in the data active means response below about 60% or above about 140%; inactive means in between;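 further: Galphao activated as the GDP aluminium fluoride complex binding bead-coupled RGS8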
# Active calls of the source: *; ? = inconclusive. Unless noted, no stated cut-off is given here; in the data, active means inhibition above about 40%.
entry	compound	Bim-Bcl-W	Bim-Bcl-XL	RGS7-Gao reg	Bfl-1 Bim block	ABCG2 block	Bcl-B Bim block	Bcl-2 Bim block	Bim-Mcl-1	ABCB1 inh	RGS4-Gao reg	RGS8-Gao reg
1	COc1ccc(CN2CCN(S(=O)(=O)c3ccccc3)CC2)cc1Br	0	-6	101	-18	8	-6	-5	-1	1.4	100	101
2	Cc1ccc(S(=O)(=O)NCC2CCC(C(=O)NCc3cccs3)CC2)cc1 (stereo not drawn)	0	-2	106	-2	-1	-2	0	9	-0.2	105	106
3	CCOc1ccc(C(=O)Nc2cccc(SC)c2)cc1	-3	-6	105	-2	1	-6	-6	-7	0.1	106	109
4	COc1ccc(OC)c(CN2C(=O)c3ccccc3C2C(=O)NCC2CCCO2)c1 (stereo not drawn)	0	0	114	0	1	2	0	0	0.5	115	108
5	O=C(NCc1cn2ccccc2n1)c1ccc(Br)o1	0	-4	101	-7	1	-7	-9	-2	0.4	105	104
6	COCCn1c(-c2ccsc2)nc2c1c(=O)[nH]c(=O)n2CC(C)C	-4	-2	103	0	7	-1	2	-2	1.3	100	100
7	COc1ccccc1-n1cnnc1SCC(=O)c1c[nH]c2ccccc12	-3	-4	103	-1	6	-6	-2	-3	0.4	100	101
8	COC(=O)c1c(C)c(C)nc(N)c1C#N	4	0	97	-2	0	0	0	1	0.2	101	100
9	O=C(CCN1CCCCC1)NCNC(=O)CCN1CCCCC1	4	-9	97	-8	1	-7	-6	0	0.5	97	99
10	CCOC(=O)C(C)Sc1nnc(-c2c[nH]c3ccccc23)n1C (stereo not drawn)	0	0	86	0	0	-3	1	-3	0.2	81	79
11	COCCN(CCOC)C(=O)c1ccc(SCc2ccc(C)cc2)c([N+](=O)[O-])c1	-1	-2	97	-5	9	-5	-1	-3	1.8	102	103
12	Cc1cc(C)c2cc(CN(Cc3ccc4c(c3)OCO4)Cc3nnnn3Cc3ccco3)c(=O)[nH]c2c1	0	-6	101	-11	0	-5	-5	0	0.0	103	104
13	O=c1[nH]c(-c2ccncc2)nc2ccccc12	-2	-11	113	14	9	-46	-3	-13	0.1	100	94
14	Nc1nc(CN2CCN(c3ccccc3F)CC2)nc(N2CCCc3ccccc32)n1	0	-2	?	-4	-1	-2	-2	0	-0.1	98	99
15	CC1(O)c2ccccc2C(=O)N1Cc1ccccc1 (stereo not drawn)	-3	-1	86	-2	1	-1	-2	-4	0.2	87	93
16	CCOC(=O)c1ccc(NC(=O)Cn2c(-c3nonc3N)nc3ccccc32)cc1	-3	0	105	4	0	-1	0	-1	0.1	101	109
17	CCC(C)c1ccccc1NC(=O)C(C)N(C)Cc1cccc(OC)c1 (stereo not drawn)	-2	-2	?	-6	11	-3	-8	15	3.0	106	105
18	COc1cccc(COc2ccccc2C2Nc3ccc(Br)cc3C(=O)N2NC(=O)c2ccncc2)c1 (stereo not drawn)	2	0	101	0	36	0	0	0	-1.6	102	103
19	Cc1ccc(Cl)cc1NC(=O)C(=O)N1CCCCC1	5	5	96	6	-1	10	14	5	0.5	99	98
20	CCCNCc1cc(OC)c(OCc2ccccc2)cc1Br	7	0	101	3	5	2	0	-1	-0.4	103	101

# Pulled by compound from the list above, two records:
entry	compound	Bim-Bcl-W	Bim-Bcl-XL	RGS7-Gao reg	Bfl-1 Bim block	ABCG2 block	Bcl-B Bim block	Bcl-2 Bim block	Bim-Mcl-1	ABCB1 inh	RGS4-Gao reg	RGS8-Gao reg
8	COC(=O)c1c(C)c(C)nc(N)c1C#N	4	0	97	-2	0	0	0	1	0.2	101	100
1	COc1ccc(CN2CCN(S(=O)(=O)c3ccccc3)CC2)cc1Br	0	-6	101	-18	8	-6	-5	-1	1.4	100	101

# Further entries:
entry	compound	Bim-Bcl-W	Bim-Bcl-XL	RGS7-Gao reg	Bfl-1 Bim block	ABCG2 block	Bcl-B Bim block	Bcl-2 Bim block	Bim-Mcl-1	ABCB1 inh	RGS4-Gao reg	RGS8-Gao reg
21	COCc1cc(C)nc(SCC(=O)NCc2ccco2)c1C#N	-1	-17	106	-13	4	-10	-11	-2	0.7	106	104
22	O=C(NC1=NCCS1)c1ccc([N+](=O)[O-])cc1Cl	0	0	105	-7	0	-6	-2	0	-0.2	106	109
23	COc1ccc(C(=O)NCCc2ccc(S(N)(=O)=O)cc2)cc1OC	-1	-9	100	-15	0	-7	-9	-3	0.8	101	102
24	Cc1ccc(Nc2nc(N)nc(CSc3nccn3C)n2)c(C)c1	0	1	89	0	1	-1	-1	-2	0.4	94	97
25	CN(C)C(=O)C1OC(C)(C)OC1C(=O)N(C)C (stereo not drawn)	-3	-11	97	-16	4	-12	-10	-4	0.1	100	99
26	CCCN(CC(=O)Nc1ccccc1OC)C(=O)c1cc2ccccc2o1	0	-5	?	-3	2	-3	-2	0	-0.1	101	98
27	C=CCOc1ccccc1CNCc1cccnc1	0	0	98	-4	0	0	-2	-2	0.1	99	103
28	COc1ccc(C(=O)NCCCN2CCCC2=O)cc1	0	0	91	-8	1	-6	-6	-1	-0.2	99	103
29	CCOC(=O)C1=C(SCC(=O)Nc2ccccc2)NC(=O)C(C#N)C12CCCCC2 (stereo not drawn)	-1	-5	99	-9	1	-7	-7	0	0.4	103	104
30	COc1ccc(CSC2=NCCN2)cc1Cl	0	-1	100	-1	1	-3	0	0	0.4	96	97
31	CCOC(=O)/C(C#N)=C/C1=C(N2CCCC2)CC(C)(C)OC1	0	3	93	-13	0	-7	-8	0	0.1	97	96
32	COc1ccc(C2/C(=C(/O)c3ccccc3)C(=O)C(=O)N2CC(C)O)c(OC)c1 (stereo not drawn)	1	-4	88	-12	0	-7	-4	1	0.0	89	96
33	Cc1cccc(-c2nnc3sc(-c4ccccc4C)nn23)c1	2	-1	97	-14	52	-1	-5	3	2.3	101	101
34	C=CCN1CCN(C(c2ccc(Cl)cc2)c2nnnn2CCc2ccc(OC)c(OC)c2)CC1 (stereo not drawn)	-1	-5	93	1	-5	-14	-5	-3	-3.9	92	100
35	O=C(NCc1ccncc1)c1ccc(Cn2cc(C(F)(F)F)ccc2=O)cc1	-2	-10	102	-9	12	-6	-8	-6	1.9	106	103
36	O=C(CNS(=O)(=O)c1cccc(Cl)c1)Nc1ccc(-c2nc3ccccc3s2)cc1	-6	-9	96	-12	1	-9	-5	-7	0.0	103	101
37	CCOC(=O)c1c(NC(=O)COC(=O)c2ccncc2)sc(C)c1C	1	0	101	-5	6	-2	3	0	0.6	99	101
38	Cc1cc(C)nc(SCc2ccc(C(=O)N/N=C/c3ccccn3)cc2)n1	-1	0	99	-7	0	-3	0	0	-0.2	104	103
39	O=C(O)CC1(CC(=O)Nc2ccc(Br)cc2)CCCCC1	1	-1	102	-4	2	-2	1	2	0.2	101	98
40	CN1CCN(CC(=O)n2c3c(c4ccccc42)CCCC3)CC1	-4	-5	101	-16	1	-10	-13	-3	1.1	103	102

# 3 compounds already listed, ordered by the number in Bim-Bcl-XL, ascending:
no.	compound	Bim-Bcl-W	Bim-Bcl-XL	RGS7-Gao reg	Bfl-1 Bim block	ABCG2 block	Bcl-B Bim block	Bim-Mcl-1	RGS4-Gao reg	RGS8-Gao reg
23	COc1ccc(C(=O)NCCc2ccc(S(N)(=O)=O)cc2)cc1OC	-1	-9	100	-15	0	-7	-3	101	102
28	COc1ccc(C(=O)NCCCN2CCCC2=O)cc1	0	0	91	-8	1	-6	-1	99	103
24	Cc1ccc(Nc2nc(N)nc(CSc3nccn3C)n2)c(C)c1	0	1	89	0	1	-1	-2	94	97

# (continued)
# Each structure is followed by: Bim-Bcl-W | Bim-Bcl-XL | RGS7-Gao reg | Bfl-1 Bim block | ABCG2 block | Bcl-B Bim block | Bcl-2 Bim block | Bim-Mcl-1 | ABCB1 inh | RGS4-Gao reg | RGS8-Gao reg
41: C/C(=N\O)c1sc(-c2ccccc2)nc1C
 : -2 | -3 | 93 | -7 | 5 | -4 | -4 | -2 | 0.1 | 95 | 95
42: COc1ccc(-n2c(C)cc(C(=O)CSc3nn4c(=O)c(C(C)(C)C)nnc4s3)c2C)cc1
 : -4 | -2 | 113 | 8 | 12 | 0 | 4 | -7 | 1.5 | 103 | 103
43: CC1CC(C)CN(C(=O)CSc2nnc(-c3ccc(Cl)s3)o2)C1 (stereo not drawn)
 : 1 | -3 | 95 | -5 | 0 | -1 | -10 | 0 | -0.1 | 98 | 97
44: CC(=O)NC1=NC(=O)/C(=C/N2CCCCC2)S1
 : 0 | -5 | 103 | -11 | 1 | -11 | -8 | -1 | 0.5 | 94 | 99
45: Cc1ccccc1-c1nc(CN2CCSCC2)c(C)o1
 : 6 | 0 | 101 | 6 | -1 | -2 | -1 | 1 | -0.5 | 102 | 121
46: Nc1ccccc1SCC(=O)Nc1nc(-c2ccccc2)cs1
 : -1 | -3 | ? | 4 | -3 | 0 | -3 | 32 | -1.5 | 102 | 102
47: CC1CCN(c2nc3ccc(C(=O)N4CCN(Cc5ccc6c(c5)OCO6)CC4)cc3s2)CC1
 : 12 | -1 | 99 | -6 | 3 | -4 | -5 | 0 | 2.1 | 101 | 99
48: CN(C)c1cccc(NC2=CC(=[N+]3CCOCC3)CC(C)(C)C2)c1
 : 8 | 1 | 94 | -5 | 0 | 13 | -3 | -2 | -0.1 | 94 | 95
49: CCCCOC(=O)c1ccc(NC(c2ccc(C)cc2)P(=O)(OC)OC)cc1 (stereo not drawn)
 : 0 | 0 | 101 | 0 | 4 | -2 | -1 | 0 | 1.8 | 103 | 102
50: CC1=NC(=O)C(N=Nc2ccccc2C(=O)O)N1c1ccccc1 (stereo not drawn)
 : 10 | 3 | 98 | 5 | 0 | 3 | 1 | 5 | 0.0 | 102 | 103
51: CC1=NNC(=O)C1CCC(=O)N/N=C\c1ccccc1[N+](=O)[O-] (stereo not drawn)
 : -2 | -2 | 99 | 0 | 1 | -5 | -2 | -4 | 0.3 | 98 | 100
52: C/C(N)=C(/C#N)C(=O)COC(=O)CSc1ccccc1
 : 0 | -1 | 93 | 1 | 0 | 1 | 0 | 0 | -0.1 | 96 | 100
53: CCN(CC)C(=O)c1sc2nc(-c3ccncc3)[nH]c(=O)c2c1C
 : 0 | 1 | 101 | -1 | 1 | 0 | 0 | 0 | 0.0 | 99 | 100
54: Cc1ccc(C(=O)N2CCOCC2)cc1[N+](=O)[O-]
 : -2 | -4 | 101 | 2 | 9 | -7 | 1 | -2 | 0.7 | 102 | 99
55: O=[N+]([O-])c1cc([N+](=O)[O-])c2cccnc2c1Oc1ccccc1O
 : -2 | -2 | 101 | -8 | 0 | -7 | -5 | 0 | 0.0 | 101 | 101

# Source: PubChem (NMMLSC)

# Rows were taken by chance; about 0.94% have a hit in one of these screens.
